# High-throughput results: PubChem BioAssay, several laboratories
# KOR beta-arrestin-1: KOR antagonists, beta-arrestin recruitment, cell-based, luminescence, uHTS (AID 1778); 290,000 tested, 0.091% active; KOR beta-arrestin recruitment, luminescence, antagonist mode; higher % means a stronger effect; inhibition, % at 10 µM; hits with a dose series show IC50 in µM; in the data active = inhibition above about 50%; also: strong numbers were not always called active
# West Nile antiviral: inhibition of WNV-induced cytopathic effect – cell-based, CPE readout (AID 1621); 290,000 tested, 0.02% active; CPE inhibition, % at 10 µM; hits with a dose series show IC50 in µM; West Nile virus-infected cells, CPE inhibition; higher % means a stronger effect; in the data active = a potency from the dose series; also: strong numbers were not always called active
# GPR55 activation: GPR55 agonists via beta-arrestin recruitment, primary screen, imaging, U2OS cells, beta-arrestin-GFP redistribution (AID 1961); U2OS GPR55 beta-arrestin-GFP redistribution imaging; higher % means a stronger effect; one-dose activation, % at 10 µM; EC50 in µM for titrated hits; 290,000 tested, 0.048% active;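 active = activation above 40% with more than 50 cells counted in the well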;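 also: U2OS osteosarcoma cells stably expressing GPR55 and beta-arrestin-GFP; plate controls were DMSO negative control for no effect and LPI positive control for full effect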
# T cell modulator: modulates CD8 T cell binding to vesicles; 330,000 tested, 0.068% active; calls only at 7 µM; AID 2052; 2C CD8+ T cell-vesicle binding, flow cytometry; stronger effect = lower value;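 active = response, share of CD8 T cells binding vesicles, and their 90th percentile fluorescence all below set limits, cut at about 80% in these data, passing the limit was not always enough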
#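 Read-out – percent CD8+ FL2 mean versus row control · System – murine 2C transgenic CD8+ T lymphocytes · Times – 1.5 h cell–vesicle binding at 37 °C, then 20 min icy labelling · Control set – naked vesicles low, QL9 vesicles with vehicle high · Detection – cytometric PE anti-B7-1 and Alexa647 anti-CD8 signals after 1% paraformaldehyde fixation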
# GPR55 antagonists: inhibition of LPI-stimulated GPR55 beta-arrestin translocation – imaging, U2OS, beta-arrestin-GFP, LPI agonist, primary screen (AID 2013); 290,000 tested, 0.13% active; inhibition, % at 10 µM, or IC50 in µM where a hit was titrated; U2OS GPR55 beta-arrestin-GFP translocation imaging, LPI antagonism; higher % means a stronger effect;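 active = spots per cell inhibited over 60%, with over 100 cells counted and total cytoplasm intensity under 500,000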;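 also: U2OS cells stably carrying GPR55 and arrestin-GFP stimulated by 5 µM LPI near EC80; imaged beta-arrestin-GFP aggregate spots per cell after agonist stimulation; plate controls were LPI-stimulated DMSO wells for no effect and DMSO wells without LPI for full effect; some results filed as inactive read as strong as hits; confirmed hits need IC50 under 10 µM and bright autofluorescent wells are also inconclusive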
# PhoP inhibition: PhoP-dependent GFP reporter repression – Salmonella Typhimurium, primary screen (AID 1863). S. Typhimurium PhoP-regulated promoter GFP reporter, 4 h; higher % means a stronger effect. inhibition, % at 50 µM, or IC50 in µM where a hit was titrated. 300,000 tested, 0.16% active;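 active = inhibition over 29.93%, a cutoff 3 SD above the screen mean, later confirmed by dose response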;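 also: 0% = low Mg2+ inducing control and 100% = high Mg2+ repressing control; strong numbers were not always called active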
# GPR35 arrestin U2OS: GPR35 antagonists blocking zaprinast-driven arrestin recruitment, primary screen, imaging, U2OS, beta-arrestin-GFP, zaprinast agonist (AID 2058); inhibition, % at 10 µM, or IC50 in µM where a hit was titrated; U2OS GPR35 beta-arrestin-GFP translocation imaging, zaprinast antagonism; higher % means a stronger effect; 290,000 tested, 0.052% active;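 active = inhibition of at least 50% with at least 30 cells and total cytoplasm GFP at most 10,000,000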
# KOR beta-arrestin-2: kappa opioid receptor activators – cell-based, luminescence, uHTS, primary screen (AID 1777); 280,000 tested, 0.02% active; KOR beta-arrestin recruitment, luminescence; higher % means a stronger effect; activation, % at 10 µM, or EC50 in µM where a hit was titrated; in the data active = activation above about 50%, passing the limit was not always enough; also: a part of the inactive calls stands beside numbers as strong as those of hits
# NTR1 agonist: NTR1-driven beta-arrestin-GFP spot formation – imaging, U2OS cells, high content, primary screen (AID 493036). activation, % at 20 µM. agonist mode. P30989. 330,000 tested, 0.17% active;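 active = activation at or above 40% of the spot to cytoplasm intensity ratio, with at least 20 cells analyzed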;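 also: 0% = DMSO without peptide and 100% = 100 nM NTR1 peptide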
# Target sequence (P30989 whole entry, looked up): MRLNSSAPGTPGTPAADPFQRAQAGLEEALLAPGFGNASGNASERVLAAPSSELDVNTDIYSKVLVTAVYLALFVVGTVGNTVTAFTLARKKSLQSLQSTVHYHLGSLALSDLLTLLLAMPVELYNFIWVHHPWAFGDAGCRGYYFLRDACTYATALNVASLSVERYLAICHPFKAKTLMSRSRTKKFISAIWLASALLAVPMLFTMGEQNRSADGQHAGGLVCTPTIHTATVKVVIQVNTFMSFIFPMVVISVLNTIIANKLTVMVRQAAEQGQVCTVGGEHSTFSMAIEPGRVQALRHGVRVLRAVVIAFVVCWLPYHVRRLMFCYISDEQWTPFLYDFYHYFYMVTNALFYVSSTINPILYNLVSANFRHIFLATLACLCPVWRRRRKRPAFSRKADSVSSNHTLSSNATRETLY
# T cell modulator vesicle-bound %: recorded beside T cell modulator, whose call it bears; double positive events, %; measured here: CD8+ vesicle-bound cell fraction;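 binding gate set so that unloaded-vesicle control wells show 10% double positive cells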
# NTR1 agonist cell count 20 µM: also measured in NTR1 agonist; calls as there; cell count; measured here: cell count, cytotoxicity flag
# An asterisk follows results filed as active; i = inactive; . = no result given; [ ] = another dose, or the depositor's remark.
SMILES,KOR beta-arrestin-1,West Nile antiviral,GPR55 activation,T cell modulator,T cell modulator vesicle-bound %,GPR55 antagonists,PhoP inhibition,GPR35 arrestin U2OS,KOR beta-arrestin-2,NTR1 agonist,NTR1 agonist cell count 20 µM
CN(CC(=O)O)S(=O)(=O)c1ccc2[nH]c(=O)c(=O)[nH]c2c1,-21%,0.2%,-0.1%,i,32,6%,0%,4%,2.6%,-0.2,67
Cc1cccc2sc(NC(=O)c3ccc(Cl)s3)nc12,3%,-0.9%,-0.2%,i,42,21%,-5%,-3%,0.0%,-0.3,77
O=C(C1CC1)N1CCCN(C(=O)C2CC2)CC1,1%,-0.1%,-0.2%,i,18,-9%,8%,5%,-4.8%,-1.6,40
CC(=O)c1ccc(N2Cc3ccccc3C3(CCOCC3)C2=N)cc1,-14%[20 µM],-0.6%,-0.1%,i,33,9%,-4%,13%,0.6%,0.7,64
C/C(=N/NS(=O)(=O)c1ccc(Br)cc1)c1ccc(NC(=O)c2ccc(C)o2)cc1,18%,-0.2%,-0.1%,i,42,-2%,-1%,-7%,-4.1%,1.8,61
Cc1ccc(S(=O)(=O)N(CC(=O)N/N=C/c2cccc(Cl)c2)c2cccc3cccnc23)cc1,6%,.,-0.2%,i,48,-2%,-5%,15%,13%,2.0,54
Cc1c(N/C=C/C(=O)C(F)(F)F)c(=O)n(-c2ccccc2)n1C,-3%,1.3%,-0.3%,i,67,1%,-5%,-9%,-0.5%,-0.5,48
CCNC(=O)COc1ccc(OCc2ccccc2)cc1,21%[20 µM],-0.1%,0.2%,i,38,-9%,-7%,-10%,-5.7%,-0.9,59
COc1ccc(Cc2nc(=S)[nH][nH]2)cc1Br,-16%,0.3%,-0.2%,i,15,2%,-6%,-7%,-3.0%,-0.6,43
COC(=O)c1cc(NC2c3ccccc3C(=O)N2c2ccc(Cl)cn2)cc(C(=O)OC)c1 (stereo unspecified),11%,-0.3%,0.3%,i,30,6%,1%,-8%,-2.5%,6.5,52
Cn1cnc(S(=O)(=O)NCc2ccccc2)c1,43%,0.3%,0.1%,i,47,3%,7%,-2%,2.1%,-0.3,52
CCN(CC)C(=O)C1CC(c2ccc(OC)cc2)=NO1 (stereo unspecified),20%,-0.6%,0.2%,i,26,12%,-3%,-1%,0.0%,1.1,45
CCOC(=O)C1CCN(C(=O)CSc2c3c(nc4ccccc24)CCC3)CC1,3%,-0.4%,0.1%,i,26,27%,-7%,-8%,-6.1%,-1.0,85
Cc1cccc(NC(=O)C(CC(C)C)NC(=O)C2CCC(C)CC2)n1 (stereo unspecified),-2%,-0.6%,0.1%,i,42,5%,-5%,-6%,-4.7%,2.5,62
O=C(Nc1ccccc1N1CCOCC1)c1cc2c(s1)CCCCC2,-29%,-1.7%,-0.4%,i,59,18%,-15%,5%,-4.1%,11,64
CS(=O)(=O)N(Cc1ccc(C(=O)NN=C2CCCCCC2)cc1)c1ccccc1,26%,-0.2%,-0.4%,i,11,7%,-1%,4%,3.4%,-1.1,56
O=C(OCc1ccc([N+](=O)[O-])cc1)c1ccccn1,-14%,0.8%,0.1%,i,50,1%,-8%,-10%,-6.1%,1.4,41
COC/C=C/C1=CC2=CC(=O)C(C)(OC(=O)c3cnc4ccccc4n3)C(=O)C2=CN1CCN1CCOCC1 (stereo unspecified),5%,-0.2%,0.0%,i,21,-10%,-2%,2%,0.4%,0.1,56
Cc1onc(-c2ccccc2)c1NC(=O)N(CCC#N)Cc1cccs1,23%,0.0%,0.1%,i,44,10%,-14%,0%,-1.0%,0.8,55
COc1cc(NC(=O)c2cc(-c3ccccc3Cl)on2)cc(OC)c1OC,-66%,0.3%,0.3%,i,64,-9%,-1%,1%,-1.5%,4.1,49
Cc1ccc(Cl)cc1NC(=S)N(CCN(C)C)Cc1cccs1,8%,-0.6%,0.0%,i,48,-4%,6%,-19%,-1.3%,-0.6,65
CC1(C)Cc2ccccc2-c2n[nH]c(=S)n21,17%,0.4%,0.2%,i,21,-6%,1%,6%,-7.4%,-0.1,45
N#C/C(=C\c1cn[nH]c1-c1ccccc1)C(=O)NC1CCCCCC1,-17%,1.4%,0.2%,i,28,35%,-1%,-1%,4.8%,20,58
COc1cccc(N2CC(C(=O)Nc3nnc(SCCC4OCCO4)s3)CC2=O)c1 (stereo unspecified),38%,-0.5%,0.2%,i,58,12%,-1%,-2%,-7.0%,0.3,54
Cc1cc([N+](=O)[O-])ccc1NCc1cccc([N+](=O)[O-])c1,-2%,-0.5%,-0.2%,i,66,-2%,-4%,0%,2.0%,2.8,71
CCOc1cccc(NC(=O)/C(C#N)=C\c2cccnc2)c1,-28%,0.2%,-0.1%,i,9,-19%,2%,4%,-2.7%,-1.6,76
CCn1ccnc1CN1CCc2c([nH]c3ccccc23)C1CC(C)C (stereo unspecified),-3%[20 µM],-1.4%,0.3%,i,27,12%,-8%,3%,.,6.3,41
COc1ccc(C(=O)C[n+]2ccc(N)c(C)c2C)cc1,45%[20 µM],0.4%,-0.1%,i,60,-8%,0%,10%,.,0.5,47
O=C1CN(C(=O)c2ccccc2Br)C(c2ccc(F)cc2)c2cc(F)ccc2N1 (stereo unspecified),-6%,-1.1%,-0.3%,i,61,10%,8%,-13%,-6.2%,0.8,75
CCOC(=O)c1c(C)nc(C)c2c(=O)oc3ccccc3c12,6%,0.5%,0.5%,i,31,-7%,-6%,2%,-1.2%,1.7,49
CCNC(=S)N1CCN(C(c2ccccc2)c2ccccc2)CC1,-49%,-0.1%,0.4%,i,20,-2%,-12%,10%,4.8%,1.9,52
C=CCc1cccc2cc(C(=O)N3CCN(c4ccccn4)CC3)c(=O)oc12,9%,0.2%,0.5%,i,24,1%,4%,-2%,-2.8%,0.6,89
COC(=O)c1nc(N)sc1-c1ccc(Cl)c(Cl)c1,23%,-0.3%,-1.9%,i,19,-2%,1%,-2%,3.5%,0.9,63
O=C(CN(C(=O)CNC(=O)c1cccs1)c1ccccc1)NC1CCCCC1,-6%,0.6%,0.1%,i,10,-5%,0%,-3%,-1.7%,0.9,47
O=S(=O)(Nc1nc2ccccc2nc1NCC1CCCO1)c1cc(Cl)ccc1Cl (stereo unspecified),-18%,0.0%,-0.1%,i,16,-5%,-9%,14%,4.1%,3.2,59
CC1CN(Cc2nc3c(c(=O)[nH]c(=O)n3C)n2CCCc2ccccc2)CC(C)O1 (stereo unspecified),-15%,0.2%,-0.3%,.,.,5%,3%,9%,6.8%,-0.3,35

# Ordered by value in GPR35 arrestin U2OS (falling): three from the list above.
compound	GPR35 arrestin U2OS
CN(CC(=O)O)S(=O)(=O)c1ccc2[nH]c(=O)c(=O)[nH]c2c1	4%
Cc1cccc(NC(=O)C(CC(C)C)NC(=O)C2CCC(C)CC2)n1 (stereo unspecified)	-6%
O=C(OCc1ccc([N+](=O)[O-])cc1)c1ccccn1	-10%

# (further entries)
SMILES,KOR beta-arrestin-1,West Nile antiviral,GPR55 activation,T cell modulator,T cell modulator vesicle-bound %,GPR55 antagonists,PhoP inhibition,GPR35 arrestin U2OS,KOR beta-arrestin-2,NTR1 agonist,NTR1 agonist cell count 20 µM
O=C(O)C1CCCCC1C(=O)NCCc1ccc(Cl)cc1 (stereo unspecified),-80%,0.2%,-0.1%,i,6,1%,4%,4%,3.7%,-0.4,51
COc1ccccc1CN(C)S(=O)(=O)c1cccs1,-49%,0.1%,-0.1%,i,18,15%,3%,-4%,2.5%,-0.4,56
COCc1cc(C)nc(SCC(=O)NCc2ccco2)c1C#N,5%,0.5%,0.5%,i,28,18%,-6%,9%,-2.4%,1.3,90
O=C(c1ccc2c(c1)N(Cc1ccc(F)cc1)CCS2)N1CCOCC1,6%,0.2%,0.7%,i,33,-3%,-1%,14%,0.7%,0.7,63
CNC(=O)C(=O)NCC1OCCN1S(=O)(=O)c1ccc([N+](=O)[O-])cc1 (stereo unspecified),-11%,0.1%,0.2%,i,19,13%,-6%,-9%,8.9%,-0.9,44
C=CCn1cc(/C=C2/NC(=O)NC2=O)c2ccccc21,-19%,0.3%,1.0%,i,18,1%,.,-9%,4.7%,1.0,51
Cc1ccccc1N1CCN(S(=O)(=O)c2nnc(NC(=O)c3ccc(F)cc3)s2)CC1,-21%,0.0%,0.0%,i,11,26%,6%,16%,8.3%,4.0,44
CCOc1ccc2nc(NCCNC(=S)NCCCN(C)C)c(C#N)cc2c1,1%[20 µM],-0.6%,-0.1%,i,7,3%,-5%,10%,.,-0.8,35
CC(C)n1c(CN(C)c2ccccc2)nc2ccccc21,15%,-1.1%,-0.2%,i,42,0%,-10%,-1%,-2.5%,3.3,58
CCCCn1c(SCc2ccc(Cl)cc2)nc2c1c(=O)[nH]c(=O)n2C,5%,-0.3%,-0.1%,i,33,1%,10%,-7%,-0.4%,12,50
Cc1ccc(C(=O)Cn2cnc3ccccc3c2=O)cc1,-22%,1.4%,-0.2%,i,5,6%,-4%,-12%,-2.5%,1.4,55
COc1ccc(CCn2c(NN=C(C)C)nc3c2c(=O)[nH]c(=O)n3C)cc1,-29%,0.5%,0.3%,i,25,-10%,-6%,-7%,1.5%,0.4,58
COC(=O)C1(CC2CC(c3ccccc3)=NO2)CCN(C(=O)OC(C)(C)C)CC1 (stereo unspecified),.,-0.8%,.,i,26,.,6%,.,.,-1.6,93
O=C(NC1CCCC1)C(NS(=O)(=O)c1ccc(Br)s1)c1ccccc1 (stereo unspecified),19%,0.1%,0.1%,i,50,10%,-1%,10%,3.2%,-0.1,63
COc1ccc(C2/C(=C(/O)c3ccccc3)C(=O)C(=O)N2c2ccccn2)c(OC)c1 (stereo unspecified),-1%,0.0%,-0.1%,i,34,15%,-4%,16%,-4.6%,-1.1,72
COc1cccc(CNc2ncc(C(=O)Nc3cc(OC)c(OC)c(OC)c3)c(C)n2)c1,9%,-1.1%,-0.2%,i,49,1%,8%,-8%,-1.1%,-0.1,87
CCCn1c(SCC(=O)NNC(=O)c2ccc(OC)cc2)nnc1C(C)C,-70%,-0.2%,0.2%,i,56,-2%,8%,10%,3.6%,1.3,47
Cc1cc2nc(-c3cccnc3SCC(=O)NCc3ccco3)[nH]c2cc1C,.,-1.3%,.,i,16,.,3%,.,.,1.7,59
Cc1nc(N)nc(OCC(F)(F)C(F)F)c1Br,29%,0.9%,-0.1%,i,41,-9%,14%,1%,-0.8%,2.1,102
